PPARg SRC-2 ag = agonists of PPARg-SRC-2 recruitment, primary screen, biochemical, HTS; PPARgamma LBD-SRC-2 recruitment; activation, % at 8 µM; hit rate 0.34% among 200,000; AID 1032, 2008; Peroxisome proliferator-activated receptor gamma (Homo sapiens), P37231; in the data active = activation above about 22%;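 also: 0% = vehicle and 100% = reference agonist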
Target sequence (P37231 whole entry, looked up, the tested form may be a part): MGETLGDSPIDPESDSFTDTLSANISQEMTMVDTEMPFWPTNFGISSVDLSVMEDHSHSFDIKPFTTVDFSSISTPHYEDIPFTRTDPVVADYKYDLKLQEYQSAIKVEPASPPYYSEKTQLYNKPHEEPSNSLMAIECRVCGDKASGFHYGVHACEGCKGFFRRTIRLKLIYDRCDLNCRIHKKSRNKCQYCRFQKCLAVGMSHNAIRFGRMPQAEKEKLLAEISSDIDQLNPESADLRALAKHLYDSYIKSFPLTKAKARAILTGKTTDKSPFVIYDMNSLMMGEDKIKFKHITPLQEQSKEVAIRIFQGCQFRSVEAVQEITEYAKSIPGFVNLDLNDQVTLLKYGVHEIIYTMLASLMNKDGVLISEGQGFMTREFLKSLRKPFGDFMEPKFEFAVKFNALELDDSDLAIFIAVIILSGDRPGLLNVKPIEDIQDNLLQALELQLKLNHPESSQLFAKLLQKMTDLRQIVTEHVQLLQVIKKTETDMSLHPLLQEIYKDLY
PPARg SRC-1 ag = PPARgamma agonists recruiting SRC-1 coactivator, primary screen, biochemical | Peroxisome proliferator-activated receptor gamma (Homo sapiens), P37231 | PPARgamma-SRC-1 coactivator recruitment biochemical assay | activation, % at 8 µM | hit rate 0.41% among 200,000; in the data active = activation above about 19%;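 also: 0% = DMSO and 100% = reference agonist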
STAT3 activator = IL-6 driven STAT3 reporter potentiators, primary screen, U3A cells, luciferase, luminescence, MLSCN library; IL-6 STAT3-luciferase reporter; 100% = signal with IL-6 EC80 alone; activation (% of control), % at 5.6 µM; hit rate 0.91% among 190,000; AID 871, 2007;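 active = activation above the screen-wide mean of compound activation plus 3 SD, cut at about 130% in these data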;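 also: 0% = background luminescence of wells with medium and substrate only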
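Material: STAT1-lacking human U3A cells, STAT3 luciferase reporter | Benchmarks: IL-6-only wells as 100% reference | Probe or stimulus: IL-6 (33 ng/mL) | Timing: Compound 1 h, then IL-6 6 h at 37 °C | Detection: Luminescence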
TNAP act hiacc = TNAP activators at high phosphate acceptor level, primary screen, biochemical, luminescence, uHTS | Alkaline phosphatase, tissue-nonspecific isozyme (Homo sapiens), P05186 | purified TNAP, CDP-star luminescence, 1 M DEA, 30 min; stronger effect = higher value; 0 = EDTA background, 1 = DMSO-only activity | activation factor at 20 µM | 200,000 tested, under 10 active | AID 1136, 2008;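 active = activation factor at least 2 at 20 µM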
Target sequence (P05186 whole entry, looked up): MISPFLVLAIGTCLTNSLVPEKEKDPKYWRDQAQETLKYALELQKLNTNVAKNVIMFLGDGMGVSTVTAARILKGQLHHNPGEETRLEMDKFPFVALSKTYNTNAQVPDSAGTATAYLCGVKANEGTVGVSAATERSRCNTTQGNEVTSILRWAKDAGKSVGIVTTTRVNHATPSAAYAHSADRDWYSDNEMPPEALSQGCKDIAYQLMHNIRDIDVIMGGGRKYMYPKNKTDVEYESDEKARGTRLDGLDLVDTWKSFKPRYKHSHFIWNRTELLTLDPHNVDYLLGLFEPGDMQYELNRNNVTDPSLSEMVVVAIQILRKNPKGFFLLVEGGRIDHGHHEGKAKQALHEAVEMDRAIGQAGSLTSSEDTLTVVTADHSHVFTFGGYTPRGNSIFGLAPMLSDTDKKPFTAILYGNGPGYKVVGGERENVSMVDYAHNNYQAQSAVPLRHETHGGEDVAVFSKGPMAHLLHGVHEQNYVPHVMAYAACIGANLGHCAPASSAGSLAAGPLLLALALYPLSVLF
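Dosing: 20 µM single point. System: human TNAP. Amount: TNAP 1/800 final. Incubation: 30 min, room temperature. Read-out: TNAP activation factor scaled between EDTA and DMSO control wells. Signal: luminescence from CDP-star hydrolysis. Medium: 1 M DEA, pH 9.8, Mg2+, Zn2+. Control set: EDTA negative control, DMSO positive control.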
SRC2 TRFRET art = TR-FRET signal artefacts, primary screen, artefact control for PPARgamma SRC-2 agonist project, biochemical. TR-FRET artefact counter-screen; stronger effect = higher value. TR-FRET ratio at 8 µM. hit rate 0.4% among 200,000. AID 1049, 2008; in the data active = TR-FRET ratio above about 2000; also: inactives centre near 1500
ROMK mod = ROMK potassium channel modulators, primary screen, cell-based, thallium flux, MLSMR library | AID 1918, 2009 | Tet-inducible ROMK, thallium flux fluorescence; actives lie on both sides | hit rate 2% among 130,000 | B-score at 10 µM;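 active = signal ratio slope over the read window, or its plate-corrected B-score, at least 3 SD from the plate mean, either direction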;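 also: B-score of the F/F0 ratio slope over 7 to 12 s after thallium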
bIAP inhibitor = bovine intestinal alkaline phosphatase inhibitors, primary screen, selectivity assay for TNAP inhibitor project, biochemical, bovine IAP, CDP-star luminescence; purified bovine IAP, 30 min; 190,000 tested, under 10 active; inhibition, % at 20 µM;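 active = over 50% inhibition of intestinal alkaline phosphatase at 20 µM in the single-dose screen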
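Assay system – bovine IAP enzyme · Quantity – bovine IAP at 1/65,000,000 final dilution · Detection – CDP-star luminescence signal · Times – 30 min reaction at room temperature · Also added – CDP-star substrate at 30 µM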
STAT1 blocker = STAT1 signaling inhibitors, primary screen, cell-based, HTS, luciferase reporter; NIH 3T3 STAT1-luciferase reporter, IFN-gamma, luminescence; inhibition, % at 5.5 µM; hit rate 0.35% among 200,000; AID 920, 2007;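 active = inhibition above a set limit, the mean inhibition across all tested compounds plus 3 SD, cut at about 34% in these data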;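 also: 0% = IFN-gamma with DMSO and 100% = IFN-gamma with 300 µM nifuroxazide; values of inactives mirror those of a sister screen read the other way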
bIAP activator = bovine intestinal alkaline phosphatase activators, primary screen, biochemical, bovine IAP, CDP-star luminescence; purified bovine IAP, 30 min; stronger effect = higher value; fold of DMSO-control signal, blank-subtracted; activation factor at 20 µM; hit rate 0.17% among 200,000;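 active = activation factor of 2 or more at 20 µM, a signal rise over negative controls twice the positive control's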
STAT3 blocker = IL-6 driven STAT3 reporter inhibitors, primary screen, U3A cells, luciferase, luminescence, MLSCN library; IL-6 STAT3-luciferase reporter; host cell line lacks STAT1; inhibition, % at 5.5 µM; hit rate 0.89% among 190,000; AID 862, 2007;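 active = inhibition above the mean inhibition across all screened compounds plus 3 SD, cut at about 44% in these data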;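 also: 0% = DMSO only wells and 100% = 100 µM nifuroxazide control wells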
PPARg SRC-3 ag = PPARgamma agonists recruiting SRC-3 coactivator, primary screen, biochemical; Peroxisome proliferator-activated receptor gamma (Homo sapiens), P37231; biochemical PPARgamma/SRC-3 coactivator recruitment assay; activation, % at 8 µM; hit rate 0.26% among 200,000; AID 731, 2007; in the data active = activation above about 23%;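 also: 0% = DMSO and 100% = reference agonist; some compounds past the cut are filed as inactive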
Starred values were filed as active, the others as inactive; . = not tested or not shown.

SMILES	PPARg SRC-2 ag	PPARg SRC-1 ag	STAT3 activator	TNAP act hiacc	SRC2 TRFRET art	ROMK mod	bIAP inhibitor	STAT1 blocker	bIAP activator	STAT3 blocker	PPARg SRC-3 ag
Cc1ccc(N(CC(=O)N/N=C/c2cccs2)S(C)(=O)=O)cc1Cl	6	-2	105	1	1672	0.42	2	0	1	2	5
COc1ccc(/C=N/OC(=O)Nc2ccccc2OC)cc1	13	16	75	1.1	1639	0.6	10	-8	0.9	33	0
COc1ccc(-c2cc(-c3c(O)c(OC)c4occc4c3OC)[nH]n2)cc1OC	6	6	76	1	1604	0.49	-17	14	1.2	34	2
COc1ccc(S(=O)(=O)N2CCCCCC2)cc1N	9	12	105	1	1743	0.033	5	10	0.9	-3	4
COc1ccc(CN2CCNC(=O)C2CC(=O)NCCSc2nccn2C)cc1OC (centres undefined)	6	-3	99	1.1	1492	0.57	0	-8	1	6	5
Cc1ccc(C)c(C(=O)CSc2nc3ccccc3c(=O)[nH]2)c1	-1	4	92	1	1735	0.21	1	-8	1	11	6
C/C(Cn1nnc2ccccc21)=N\NC(=O)c1cccc(Br)c1	7	4	99	1	1512	.	14	-18	0.9	3	-2
CCCOc1ccc(/C=N/Nc2ccc(C(=O)O)cc2)c(OCCC)c1	-5	6	110	1	1366	-0.99	6	3	0.9	-3	4
CCN(CC(=O)N1CCOCC1)S(=O)(=O)c1ccc(C)cc1	-2	-3	108	1.1	1405	.	19	8	0.8	-6	3
Cc1ccc(C)c(OCCn2cc(/C=C(\C#N)C(=O)NCc3ccco3)c3ccccc32)c1	7	-1	104	1	1588	.	0	0	1	-5	-5
Cc1ccc(SCC(=O)N2CC(C)OC(C)C2)cc1 (centres undefined)	6	-1	97	1	1415	.	4	4	1	7	-8
CCC(C)c1c(O)nc(SCC(=O)c2ccccc2)[nH]c1=O (centres undefined)	-2	-7	98	1	1663	.	1	-6	1	6	-1
CSc1ccc(Cn2nnc(C(=O)NCc3ccccc3)c2N)cc1	4	5	99	1	1430	.	13	2	0.9	7	10
Cc1ccc(C)c(N2CC(C(=O)O)CC2=O)c1 (centres undefined)	-1	3	99	1	1541	0.02	7	-2	0.9	8	0
C/C(=N\NC(=O)c1ccc(C)cc1C)c1ccc(-n2ccnc2)cc1	2	-1	101	1	1535	.	-3	-20	1	-6	1
N/C(=N\OC(=O)CCc1ccccc1)c1ccc(Br)cc1	2	-14	106	1	1399	.	-6	2	1.1	5	-5
CN1CCN(Cc2nc(-c3cccs3)no2)CC1c1ccccc1 (centres undefined)	-3	1	94	1	1417	0.66	5	-3	0.9	11	-3
CCC(=O)c1ccc(O)cc1	-5	-4	103	1	1497	.	-55	-2	1.5	-1	-2
Cc1[nH]n(-c2ccc([N+](=O)[O-])cc2)c(=O)c1C=NCCc1c(C)[nH]c2ccccc12	2	-1	81	1	1683	.	-2	1	1	24	-2
COc1cccc(-c2ccc(=O)n(CC(=O)Nc3ccc(C(=O)N4CCCC4)cc3)n2)c1	4	4	92	1	1454	-0.045	2	2	1	10	12
Cc1ccccc1-n1c(SCc2cc(=O)n3ccccc3n2)nc2[nH]ncc2c1=O	5	11	101	1.1	1622	-0.01	-29	15	1.3	3	4
COC(=O)c1ccc(/C=C(\C#N)c2nc3ccccc3s2)cc1	5	9	99	1	1566	.	5	4	1	5	4
COC(=O)CN1C(=O)CC(C)(C)S(=O)c2ccccc21 (centres undefined)	2	-1	101	1	1529	.	20	-1	0.8	4	2
Cc1nnc2ccc(-c3cccc(NC(=O)Cc4cccs4)c3)nn12	6	-3	77	1	1478	-0.0026	-7	24	1.1	34	-1
CC(=O)c1cccc(NC(=O)c2ccc(N(C)S(C)(=O)=O)cc2)c1	-5	-1	101	1.1	1488	.	1	-3	1	-1	-5
O=c1c2ccccc2nc(-c2cccs2)n1-c1cccc2ccccc12	-1	4	100	1	1592	-0.02	9	-4	0.9	-3	-2
c1ccc(-n2nnnc2OCCOc2nnnn2-c2ccccc2)cc1	5	0	102	1	1417	.	10	1	0.9	0	-9
N=c1oc2cc(O)ccc2cc1C(=O)Nc1ccccn1	-3	-2	108	1.1	1690	.	-18	-11	1.2	-3	0
NC1=NC(=O)C2(COC(c3ccccc3Cl)OC2)S1 (centres undefined)	11	0	102	1	1623	.	0	2	1	0	0
Cc1ccc(CSc2nnc(-c3cccs3)n2C)cc1	-6	-4	92	1	1286	.	0	-16	1	14	0
CC1(C)SCC2C(=O)N3C(CSC3(C)C)C(=O)N21 (centres undefined)	6	8	100	1.1	1739	0.47	7	5	0.9	4	-12
CC(=O)Nc1ccc(NC(=O)c2ccccc2S(=O)(=O)c2ccc([N+](=O)[O-])cc2)cc1	9	0	93	1	1566	0.67	-21	8	1.2	12	0
CSc1nc(C)c(CCOC(=O)c2cccc(Cl)c2)c(=O)[nH]1	-4	-9	97	1	1519	.	-12	-8	1.1	10	1
CCCCCOC(=O)Cn1c(=O)oc2ccc(C)cc21	3	4	97	1.1	1810	-1.3	.	3	0.3	8	2
CON(c1nc(Cl)nc(N(C)C)n1)S(=O)(=O)c1ccccc1Cl	0	0	94	1	1470	.	3	4	1	8	4
COc1cccc(NC(=O)Cc2nnc(SCCOc3ccccc3)n2C)c1	8	-5	108	1	1550	.	-2	2	1	-6	-3
COC(=O)C1=NN(c2ccccc2)C2(S1)SC(C(C)=O)=C(C)N2c1ccccc1 (centres undefined)	3	-8	102	1.1	1569	.	3	8	1	2	-1
NC(N)=NS(=O)(=O)c1ccc(NC(=S)NC(=O)c2ccc3c(c2)OCO3)cc1	-1	2	96	1	1386	0.042	15	8	0.8	13	6
CCCCN(C)C(=O)c1nc2ccccn2c1CN1CCN(c2ncccn2)CC1	2	8	103	1	1502	0.026	-2	-5	1	2	2
N/C(Cc1cccs1)=N\OC(=O)COc1ccc(Br)cc1	-2	2	106	1	1426	-0.0062	26	-9	0.7	-6	0
CCN(CC)c1ccc(C(=O)OCC(=O)Nc2cc3oc4ccccc4c3cc2OC)cc1	-5	4	106	1	1528	.	-4	2	1	-12	-5
CCc1cccc(NC(=O)c2snc3c(=O)[nH]cnc23)c1	6	0	91	1	1501	.	22	3	0.8	20	0
O=C(NC1CCCCC1)c1ccc(CNc2ccccc2)o1	-4	1	111	1	1612	.	7	9	0.9	-10	-9
O=S(=O)(N1CCOCC1)n1nnc2ccccc21	-16	-7	110	1.1	1413	.	8	-3	0.9	-8	-23
CCOC(=O)c1c2ccc(OCC(=O)N/N=C/c3ccc(Cl)cc3)cc2n2ccccc12	4	-3	93	1	1338	-2.1	0	4	1	16	3
Cc1cccc(-n2c(O)c(C=Nc3ccc4c(c3)OCO4)c3ccccc3c2=O)n1	-1	1	100	1	1259	.	19	1	0.8	6	-2
Cc1cccc(N2N=C(C(=O)Nc3nc(C)cs3)CCC2=O)c1	-2	-4	106	1	1649	0.19	-5	7	1	-2	-3
O=C(CSc1nc2ccsc2c(=O)n1Cc1ccc(C(=O)O)cc1)NCC1CCCO1 (centres undefined)	3	-4	90	1	1283	0.37	11	3	0.9	19	5
CCOc1ccccc1N(CC(=O)Nc1ccc(S(=O)(=O)N2CCOCC2)cc1)S(=O)(=O)c1ccc(Cl)cc1	-3	0	103	1.1	1649	.	15	0	0.9	-4	4
CC(C)CC(=O)OC1C(N2CCOCC2)c2c(ccc(/C=C/C(=O)N3CCOCC3)c2O)OC1(C)C (centres undefined)	11	8	113	1	1769	0.9	4	-3	1	-18	2

(further entries)
SMILES	PPARg SRC-2 ag	PPARg SRC-1 ag	STAT3 activator	TNAP act hiacc	SRC2 TRFRET art	ROMK mod	bIAP inhibitor	STAT1 blocker	bIAP activator	STAT3 blocker	PPARg SRC-3 ag
COc1ccccc1CN1C[C@@H]2C[C@@H](c3cccc(C)c3)N3CCC[C@@]23C1=O	9	12	98	1.1	1664	0.057	0	9	1	7	3
CCOCCOC(=O)COc1ccc2c(-c3ccccc3)cc(=O)oc2c1	1	-5	91	1	1467	.	.	-5	0.3	13	-1
CCOc1cc(NC(=S)NCCCN2CCOCC2)c(OCC)cc1NC(=O)C1CCCCC1	3	1	101	1.1	1526	-0.13	-1	5	1	3	2
COC(=O)C(C(=O)Nc1ccccc1C)C1CCCCCC1 (centres undefined)	4	7	101	1	1612	0.87	14	9	0.9	4	2
CCOc1ccccc1NC(=O)CC1Nc2cc(C)c(C)cc2NC1=O (centres undefined)	10	1	95	1.1	1434	.	-1	1	1	9	7
COc1cccc(NC(=O)CNC(=O)c2ccccc2)c1	2	5	104	1	1502	.	14	-9	0.9	-2	3
CCOc1ccc(-n2c(N)c(-c3nc4ccccc4[nH]3)sc2=S)cc1	7	-1	90	0.9	1770	0.75	0	1	1	17	7
CC1CN/C(=C\C(=O)c2ccc(Br)cc2)C(=O)N1 (centres undefined)	0	4	67	1	1570	0.12	13	-82	0.9	42	6
COc1ccc(C(=O)CC(=O)C(=O)Nc2cc(Cl)c(OC)cc2OC)cc1	7	16	108	1	1725	0.51	1	5	1	-10	-4
C=CCN(CC=C)CCOc1cc(C)ccc1[N+](=O)[O-]	4	-4	94	1	1595	0.45	-25	2	1.3	16	1
O=C1CCc2ccc(NC(=O)C3CC3)cc2N1	2	-6	114	1.1	1430	-0.15	-2	-3	1	-15	1
Cc1cccc(NS(=O)(=O)c2cnc(Cl)c(Br)c2)n1	4	-1	102	1	1648	.	5	-14	0.9	-3	2

Whole records, quoted from the list.
CCOc1ccccc1NC(=O)CC1Nc2cc(C)c(C)cc2NC1=O (centres undefined) across the screens: PPARg SRC-2 ag = 10; PPARg SRC-1 ag = 1; STAT3 activator = 95; TNAP act hiacc = 1.1; SRC2 TRFRET art = 1434; ROMK mod = .; bIAP inhibitor = -1; STAT1 blocker = 1; bIAP activator = 1; STAT3 blocker = 9; PPARg SRC-3 ag = 7
N=c1oc2cc(O)ccc2cc1C(=O)Nc1ccccn1 across the screens: PPARg SRC-2 ag = -3; PPARg SRC-1 ag = -2; STAT3 activator = 108; TNAP act hiacc = 1.1; SRC2 TRFRET art = 1690; ROMK mod = .; bIAP inhibitor = -18; STAT1 blocker = -11; bIAP activator = 1.2; STAT3 blocker = -3; PPARg SRC-3 ag = 0

Source: PubChem BioAssay
